# Screening results deposited in PubChem BioAssay by several laboratories.
# proCasp3 act = activators of human procaspase-3 D3A mutant, primary screen, biochemical, absorbance, PC-3 D3A mutant, single concentration | Caspase-3 (Homo sapiens), P42574 | recombinant procaspase-3 D3A, Ac-DEVD-pNA absorbance 405 nm | activation, % at 8.5 µM | 330,000 tested, 0.11% active | AID 463141, 2010;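 active means activation above the mean of all tested compounds plus 3 SD, cut at about 21% in these data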;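 further: 0% = DMSO alone and 100% = DMSO wells spiked with extra 5 µM PC-3 D3A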
#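 material = Procaspase-3 D3A mutant | probe or stimulus = Ac-DEVD-pNA | compound = single dose, 8.5 µM nominal compound, 0.8% DMSO | timing = 1 h preincubation, 2 h reaction | measured by = 405 nm absorbance of p-nitroaniline, reads at 0 and 120 min | benchmarks = DMSO-only low control, 5 µM PC-3 D3A high control | repeats = singlicate, each compound tested once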
# EBNA-1 inhibitor = EBNA-1 DNA-binding inhibitors, primary screen, biochemical, fluorescence polarization; inhibition, % at 14.8 µM; 300,000 tested, 0.34% active; AID 1950, 2009; in the data active means inhibition above about 28%
# LAP4-GFP MLPCN = modulators of LAP4-GFP expression in yeast, primary screen, S. cerevisiae, multiplex flow cytometry, MLPCN library | 320,000 tested, 0.34% active | 3 h; median GFP as percent of DMSO wells | GFP response vs DMSO, % at 10 µM;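 active means GFP response vs DMSO above a set limit, about the screen mean plus 3 SD, cut at about 150% in these data; inconclusive means under 70 cell events counted for the yeast strain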
# AHR act = AHR activators, primary screen, cell-based, luminescence, luciferase reporter, human | Aryl hydrocarbon receptor (Homo sapiens), P35869 | AHR-responsive luciferase reporter cells | activation, % at 5 µM | 320,000 tested, 2.5% active; in the data active means activation above about 47%;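 further: 0% = vehicle wells and 100% = reference agonist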
# Target sequence (P35869 whole entry, looked up): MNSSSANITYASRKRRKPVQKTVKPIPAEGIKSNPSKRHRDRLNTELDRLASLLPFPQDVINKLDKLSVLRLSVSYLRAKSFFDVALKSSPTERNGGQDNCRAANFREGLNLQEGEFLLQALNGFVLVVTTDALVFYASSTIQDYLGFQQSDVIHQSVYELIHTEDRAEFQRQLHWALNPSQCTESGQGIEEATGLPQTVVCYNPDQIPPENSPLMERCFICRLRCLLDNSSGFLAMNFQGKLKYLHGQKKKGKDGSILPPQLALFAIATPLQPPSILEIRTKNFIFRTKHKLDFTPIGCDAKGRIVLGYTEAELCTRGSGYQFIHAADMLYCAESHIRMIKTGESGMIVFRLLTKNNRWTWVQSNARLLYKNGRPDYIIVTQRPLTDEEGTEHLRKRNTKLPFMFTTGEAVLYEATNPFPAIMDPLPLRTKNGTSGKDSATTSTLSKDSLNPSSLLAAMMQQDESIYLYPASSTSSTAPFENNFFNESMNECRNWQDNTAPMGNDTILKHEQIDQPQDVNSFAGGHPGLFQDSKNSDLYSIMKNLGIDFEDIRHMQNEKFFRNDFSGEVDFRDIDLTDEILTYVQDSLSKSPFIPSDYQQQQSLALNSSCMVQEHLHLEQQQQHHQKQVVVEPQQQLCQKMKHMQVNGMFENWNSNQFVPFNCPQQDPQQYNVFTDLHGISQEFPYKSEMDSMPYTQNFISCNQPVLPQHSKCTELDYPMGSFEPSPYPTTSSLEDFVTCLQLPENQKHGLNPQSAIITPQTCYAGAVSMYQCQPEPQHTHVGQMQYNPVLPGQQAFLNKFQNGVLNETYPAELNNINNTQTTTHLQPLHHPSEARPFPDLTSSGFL
# proCasp7 act = procaspase-7 activators, primary screen, counter-screen for procaspase-3 activator project, biochemical, absorbance, HTS, human | recombinant procaspase-7, Ac-DEVD-pNA absorbance 405 nm; D23A/D198A/D206A triple mutant, cannot self-cleave; scale: DMSO 0, 5 µM enzyme 100 | 330,000 tested, 0.093% active | Caspase-7 (Homo sapiens), P55210 | activation, % at 8.5 µM;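 active means percent activation above the screen-wide mean plus 3 SD, cut at about 25% in these data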
#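 System: Procaspase-7 triple mutant (PC-7 D3A); measure: % activation from two-timepoint absorbance difference, scaled to controls; times: 1 h compound preincubation, 2 h substrate cleavage, 25 °C; also added: Ac-DEVD-pNA substrate, 400 µM as added; measured by: Epi-absorbance of released pNA at 405 nm, two timepoints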
# RPL19A TOR yeast = RPL19A-GFP expression modulators in yeast, primary screen, cell-based, S. cerevisiae, multiplex flow cytometry, MLPCN | S. cerevisiae RPL19A-GFP strain, 3 h; active compounds read low | percent response vs DMSO, % at 10 µM | 330,000 tested, 0.3% active | AID 2025, 2009;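 active means percent response vs DMSO below 50%; inconclusive means fewer than 70 events counted for the yeast strain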;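 further: median channel GFP fluorescence of the barcoded RPL19A-GFP strain; ratio of sample median GFP to plate DMSO average so 100% = DMSO; lower means less RPL19A-GFP as with rapamycin TOR inhibition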
# MEP2 TOR yeast = modulators of MEP2-GFP levels in yeast, primary screen, S. cerevisiae, multiplex flow cytometry, MLPCN library; GFP response vs DMSO, % at 10 µM; AID 2016, 2009; S. cerevisiae MEP2-GFP strain, 3 h; 100% = DMSO control level; 330,000 tested, 0.51% active;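 active means GFP response versus DMSO above a set limit, roughly screen mean plus 3 SD, cut at about 180% in these data; inconclusive means fewer than 70 cells counted for a yeast strain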;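 further: median GFP fluorescence of the barcode-gated MEP2-GFP cells per well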
# ZTA DNA inh = counter-screen for EBNA-1 inhibitors: inhibitors of Epstein-Barr virus ZTA; P03206; ZTA-DNA binding, fluorescence polarization; inhibition, % at 11 µM; 320,000 tested, 0.15% active; AID 2234; in the data active means inhibition above about 33%
# * marks the source's active call; other numbers are inactive results; ? = inconclusive; / = no result given.
SMILES,proCasp3 act,EBNA-1 inhibitor,LAP4-GFP MLPCN,AHR act,proCasp7 act,RPL19A TOR yeast,MEP2 TOR yeast,ZTA DNA inh
O=C(O)CCn1c(-c2ccccc2)cc2ccccc21,2.6,-0.7,121.0,-2.9,10.1,99.7,98.6,-6.5
O=C(NCc1ccc2c(c1)OCO2)C(=O)NCC1OCCN1S(=O)(=O)c1ccc(Br)cc1 (stereo unspecified),13.1,3.6,99.8,4.3,5.7,99.7,101.4,19.3
CC(=O)CC(C)=NCCN=C(C)CC(C)=O,-3.4,3.8,96.7,-1.1,4.8,/,100.0,12.9
COc1cccc(C(=O)Nc2nc(-c3ccncc3)cs2)c1,-8.7,-3.5,99.0,-10.6,-5.5,107.4,97.3,20.6
Cc1ccccc1NC(=S)NNC(=O)c1cccc(Br)c1,2.6,-12.0,90.7,5.3,-7.0,88.4,97.4,-5.0
O=C1NC(=O)/C(=C\c2ccc(OCc3cccc(C(=O)O)c3)c(Cl)c2)N1,0.1,-1.9,98.9,6.0,1.2,97.2,100.5,5.2
O=c1n(Cc2ccccc2F)c2ccccc2n1Cc1ccccc1F,2.6,-2.5,110.5,2.1,0.5,115.1,102.8,-16.1
S=C(Nc1ccc(Cl)cc1Cl)NC1CCN(Cc2ccccc2)CC1,0.2,-11.2,95.8,-2.5,-1.9,97.9,104.4,-0.8
COc1ccc(Cn2cc(C(=O)c3ccccc3)c(=O)c3cc(OC)ccc32)cc1,3.7,4.0,101.5,0.3,5.6,98.6,99.0,8.0
COc1cc(N)c(C(=O)c2nccc3cc(OC)c(OC)cc23)cc1OC,-0.2,-2.5,98.0,9.5,6.8,104.7,110.6,-8.0
COc1ccc(NS(=O)(=O)c2ccc(N3CC(O)=C(c4ccccc4)C3=N)cc2)cc1,0.7,11.0,74.1,0.7,0.3,87.1,?,7.7
Cn1ccnc1Sc1cc(NCCCO)c([N+](=O)[O-])c2nonc12,-8.2,11.3,106.8,-1.3,-11.1,100.2,96.7,14.4
COc1ccc(-c2[nH]ncc2/C=C(/C#N)C(=O)NC2CCCCC2)cc1,0.2,-3.3,94.6,12.7,15.4,94.0,103.2,-26.1
c1ccc2sc(NC3=NCN(C4CCCCC4)CN3)nc2c1,0.4,-7.9,100.4,7.2,-3.6,101.5,98.0,0.7
CCOCCOC(=O)c1ccc(NC(=O)C2COc3ccccc3O2)cc1 (stereo unspecified),1.2,-33.6,89.4,0.1,-1.9,99.1,102.8,1.1
Cc1ccc(S(=O)(=O)N2CCCC(C(=O)NC3CCCC3)C2)cc1 (stereo unspecified),-2.1,1.3,95.8,-0.9,7.8,94.4,98.5,-3.9
CC(C)Cc1ccc(C(C)C(=O)Nc2nccs2)cc1 (stereo unspecified),-9.8,-4.5,102.2,0.5,2.3,100.4,99.0,-16.1
COC(=O)CNC(=O)COC(=O)/C=C/c1cccs1,10.8,-8.6,105.1,0.7,2.4,95.8,97.9,-1.3
N#Cc1cccc(C(=O)OCC(=O)NCc2ccco2)c1,0.1,-7.4,100.1,2.0,-3.5,101.2,102.9,-11.4
CCCCc1n[nH]c2c1/C(=N/OCC)CC(C)(C)C2,-0.1,0.2,108.3,-0.6,-4.1,104.2,105.9,-8.8
COc1ccc(C(=O)N2CCC(C(=O)N3CCN(c4ccc(OC)cc4)CC3)CC2)cc1,-1.1,9.8,84.8,-0.7,-0.5,91.5,95.7,-2.5
Cc1ccc(CNC(=O)CCCc2nc3ccccc3s2)cc1,4.2,9.6,102.3,2.4,-11.2,96.0,96.3,0.3
CCOC(=O)c1c(NC(=O)COc2ccccc2C#N)sc2c1CC(C)(C)NC2(C)C,20.8,0.4,95.1,14.1,20.4,100.2,110.9,7.8
COc1ccc(CCNC(=O)c2ccc(N3CCCC3=O)cc2)cc1,6.3,-5.9,100.2,-0.3,-6.0,96.3,100.0,7.0
COc1ccc(S(=O)(=O)Nc2ccc(C(N)=O)cc2)cc1C(=O)N1CCCCCC1,2.5,3.5,90.0,-1.7,-2.7,104.1,103.5,6.9
CCN(CC)c1ccc(NC(=O)C(C)C)cc1,0.1,2.5,106.0,-1.4,2.6,107.5,104.1,9.2
CN(Cc1cccs1)C(=O)c1ccc(Cl)c(S(=O)(=O)N2CCCCCC2)c1,4.6,/,101.2,5.8,-1.9,96.0,109.2,/
O=C(NCc1ccccc1)c1c(O)c2cccc3c2n(c1=O)CCC3,5.3,-9.1,90.8,13.2,12.6,100.3,96.5,-0.3
COc1ccc(C(C)(C)C)cc1NC(=O)c1cc(S(=O)(=O)N(C)C)ccc1N1CCCC1,-4.2,-4.1,79.8,2.5,-3.2,104.0,87.3,21.0
CC1CN=C(N(C(=O)Nc2ccccc2)c2ccc(F)cc2)S1 (stereo unspecified),14.2,-1.8,105.2,0.9,-0.3,94.8,114.8,-7.7
CCn1c(SCc2ccc(C)cc2)nnc1C1CCN(S(=O)(=O)c2ccc(OC)cc2)CC1,5.0,-5.9,100.3,7.1,1.6,99.7,97.1,-3.3
COCCN(C(=O)CCC(=O)Nc1nccs1)C(C(=O)NC(C)(C)C)c1ccc(Cl)cc1 (stereo unspecified),8.0,12.1,96.2,0.1,3.0,95.5,102.9,-0.3
COc1ccc(N(CC(=O)N/N=C/c2cc(Br)c(C)o2)S(=O)(=O)c2ccc(NC(C)=O)cc2)cc1,2.5,2.4,97.6,3.7,-0.6,108.5,111.9,7.6
Cc1ccc(S(=O)(=O)NCCC(=O)Nc2ccncc2)cc1C,-6.2,3.9,107.2,0.4,8.8,97.1,94.1,14.8
CC(=O)n1nc(-c2ccc(Cl)cc2)nc1NCc1ccco1,3.3,4.6,102.5,-0.7,-2.0,94.9,104.6,9.8
CCC(C)NC(=O)CN(c1ccc(OC)cc1)S(=O)(=O)c1ccccc1 (stereo unspecified),2.0,-0.5,101.7,-0.6,3.0,96.5,101.2,-15.4
O=C(CNS(=O)(=O)c1ccccc1)OCC(=O)c1ccc(Br)cc1,-10.7,0.5,104.3,-0.3,-4.0,102.0,107.3,3.4
COc1ccc(C2C(C#N)=C(N)OC3=C2C(=O)CCC3)cc1Cn1cc([N+](=O)[O-])cn1 (stereo unspecified),-1.3,11.7,103.4,15.5,-0.4,108.3,111.7,13.0
COc1ccc(NC(=O)N2CCCCC2)cc1,2.9,10.0,96.5,5.2,-3.4,96.6,103.9,-4.3
CCN(CC)C(=O)CN1C(=O)/C(=C/c2ccccc2)SC1=S,-2.8,-4.4,109.5,0.3,3.6,95.1,90.1,3.8
CCOC(=O)CSc1nc(-c2ccccc2)nc2ccc(F)cc12,4.0,3.6,92.7,3.8,12.6,101.0,108.8,-2.2
Cc1cc(Oc2ccc(=O)n(C)n2)nc(SCC(N)=O)n1,-3.9,-12.8,93.8,-3.7,-3.9,100.6,106.9,-2.5
CC(=O)c1ccc2c(c1)OCCOCCOCCOCCO2,2.0,9.3,102.9,-0.8,0.8,97.2,103.0,4.0
O=C(COC(=O)COc1ccc(Cl)cc1)Nc1ccc(N2CCOCC2)cc1,6.0,0.2,97.5,0.1,1.7,101.1,103.7,-2.7
CSC1CCCCC1(O)CSc1nc2c(cc1C#N)CCCC2 (stereo unspecified),-12.9,25.7,99.7,0.3,-17.1,97.4,100.3,-5.4
O=C(O)c1ccc(NS(=O)(=O)/C=C/c2ccccc2)cc1O,0.6,-0.5,100.2,-3.5,-8.7,97.8,104.2,2.8
COc1ccc(CCN(C)C(=O)c2cnc(C)cn2)cc1OC,-0.7,9.3,87.2,3.0,0.4,92.8,95.6,-4.2
O=S(=O)(c1ccccc1)c1cnc(-c2cccnc2)nc1-c1ccc(Cl)c(Cl)c1,7.7,4.5,81.1,0.1,10.1,102.8,106.1,-15.2
COc1ccc(NC(=O)N(C)C[C@@H]2Oc3ccc(NC(=O)NC(C)C)cc3CC(=O)N([C@H](C)CO)C[C@@H]2C)cc1,5.4,/,104.6,-2.9,5.9,100.7,99.8,/
COc1ccccc1CCC(=O)Nc1ccc2c(c1)CN(Cc1ccc(CO)o1)CC2,4.5,12.1,81.4,10.1,-1.0,98.4,104.0,6.4
CCN(CC)CCNCc1cc(Cl)ccc1OCc1ccccc1F,-1.9,7.0,100.9,1.6,8.4,97.5,104.6,-4.7
COc1cccc(NC(=S)NC(=O)c2cncc(Br)c2)c1,-5.8,4.8,110.2,23.8,-3.7,95.5,90.7,0.4
COc1ccccc1OCCCCOc1ccccc1F,3.0,3.6,102.6,-1.5,-3.4,95.2,96.7,-3.0
CS(=O)(=O)c1ccc(Cl)c(NC(=O)CSc2nnc(-c3cccs3)n2N)c1,-6.7,/,99.2,1.2,6.7,98.8,104.5,-16.6
O=C(c1ccc(OC2CCN(Cc3ccc(F)cc3)CC2)cc1)N1CCCC1,2.2,-4.1,104.2,-1.3,6.9,98.2,99.2,9.0
COc1ccc(C(=O)CN2C(=O)NC3(CCCc4ccccc43)C2=O)cc1OC (stereo unspecified),10.2,0.4,103.9,0.1,-1.1,105.3,110.0,3.2
CCNc1c(NC(=O)C2CCC(C)CC2)c(=O)oc2ccccc12 (stereo unspecified),5.2,4.0,98.0,1.0,-0.7,101.3,102.0,3.3
COC1OC(COC(=O)CNC(=O)OC(C)(C)C)C(O)C(O)C1O (stereo unspecified),8.9,-9.6,89.2,2.4,2.1,103.8,101.5,1.7
O=C1c2ccccc2C(=O)c2c1cccc2N1CCN(CCO)CC1,-1.4,2.5,100.1,6.7,11.4,107.4,103.2,6.7
Cc1ccc(Nc2ccccc2N)cc1,-1.4,-1.8,123.4,7.0,5.7,100.2,111.8,6.2
COc1ccc(C2=NOC(C3(S(=O)(=O)c4ccccc4)CC(O)C3)C2)cc1 (stereo unspecified),7.0,6.6,130.3,7.2,6.9,106.5,95.5,5.8
COCC(=O)OCC(=O)Nc1cc(C(C)(C)C)nn1-c1ccccc1,-0.8,12.3,97.7,0.9,11.1,98.2,103.2,4.3
O=C(NC(=S)N1CCCCC1c1cccnc1)c1ccc(F)cc1 (stereo unspecified),-7.6,-2.7,103.4,-2.4,-15.1,99.0,94.4,-0.1

# The order is random. Share with any hit: about 3.8%.
